MITF inh = inhibitors of human MITF; inhibition, % at 2.6 µM; AlphaScreen MITF homodimerization, bead proximity signal; hit rate 0.91% among 650,000; O75030; in the data active = inhibition above about 50%;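 also: 0% = vehicle wells with protein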
Target sequence (O75030 whole entry, looked up): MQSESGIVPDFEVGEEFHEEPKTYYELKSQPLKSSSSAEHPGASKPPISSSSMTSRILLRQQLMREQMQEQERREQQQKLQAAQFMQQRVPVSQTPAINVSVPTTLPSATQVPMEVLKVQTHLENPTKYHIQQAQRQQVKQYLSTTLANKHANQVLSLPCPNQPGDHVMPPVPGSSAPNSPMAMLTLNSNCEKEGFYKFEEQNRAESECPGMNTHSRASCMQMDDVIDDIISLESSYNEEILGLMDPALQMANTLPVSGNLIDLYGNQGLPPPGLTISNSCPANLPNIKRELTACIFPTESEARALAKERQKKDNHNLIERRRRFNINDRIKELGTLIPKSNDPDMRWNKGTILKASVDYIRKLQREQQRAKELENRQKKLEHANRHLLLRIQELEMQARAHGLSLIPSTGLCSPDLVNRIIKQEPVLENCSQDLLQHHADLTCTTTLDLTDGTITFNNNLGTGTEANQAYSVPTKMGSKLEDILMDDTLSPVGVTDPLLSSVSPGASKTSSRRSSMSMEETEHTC
FBW7 act = activators of human E3 ligase FBW7; AlphaScreen FBW7–phospho-cyclin E peptide binding, activator screen; normalized activity (activation), % at 26.1 µM; hit rate 0.13% among 650,000; AID 1259310; in the data active = normalized activity above about 1.9%;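 also: purified mutant Fbw7 with reduced substrate affinity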
GPR151 activ = activates the human receptor GPR151; Q8TDV0; activation, % at 11.2 µM; PathHunter beta-arrestin GPR151 cells, luminescence; hit rate 1% among 650,000; in the data active = activation above about 4.9%;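 also: 0% = median of compound wells and 100% = cells with positive control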
Target sequence (Q8TDV0 whole entry, looked up): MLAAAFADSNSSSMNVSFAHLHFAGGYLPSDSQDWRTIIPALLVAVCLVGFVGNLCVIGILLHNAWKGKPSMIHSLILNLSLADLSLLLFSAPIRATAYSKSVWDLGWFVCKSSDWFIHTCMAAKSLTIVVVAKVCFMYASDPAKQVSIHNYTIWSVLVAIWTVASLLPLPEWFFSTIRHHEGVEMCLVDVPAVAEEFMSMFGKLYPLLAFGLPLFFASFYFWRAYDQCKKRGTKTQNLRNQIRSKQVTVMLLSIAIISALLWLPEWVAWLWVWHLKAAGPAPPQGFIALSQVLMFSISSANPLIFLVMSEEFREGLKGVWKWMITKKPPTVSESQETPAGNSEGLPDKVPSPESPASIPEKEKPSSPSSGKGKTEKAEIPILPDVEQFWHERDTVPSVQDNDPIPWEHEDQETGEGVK
TEAD-YAP inh = TEAD-YAP interaction inhibition | hit rate 1.4% among 640,000 | HEK-TIYL cells, TEAD-Gal4/YAP UAS-luciferase luminescence | AID 1259422 | inhibition, % at 9.12 µM; in the data active = inhibition above about 32%;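 also: 0% = median of test compound wells and 100% = reference inhibitor wells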
An asterisk follows results filed as active; & = joins results of further samples.

For Cc1csc(CN(C)C2CCC(=O)N(Cc3cc4c(cc3Cl)OCO4)CC2)n1 (stereo not drawn) the results were MITF inh 0, FBW7 act 0.1, GPR151 activ 0.1 and TEAD-YAP inh 4.
Screening Cn1c(NNC(=O)c2ccc(-c3ccccc3)cc2)cc(=O)n(C)c1=O returned MITF inh 18, FBW7 act 0.1, GPR151 activ -1.7 and TEAD-YAP inh -8.
For CCN1CCCc2cc(CCNC(=O)c3cc4ccccc4oc3=O)ccc21 the results were MITF inh 16, FBW7 act -0.1, GPR151 activ 2.2 and TEAD-YAP inh 12.
`Cc1ccc(C(=O)NNS(=O)(=O)c2ccccc2[N+](=O)[O-])cc1` gave MITF inh 0, FBW7 act 0.6, GPR151 activ -1.4 and TEAD-YAP inh 11.
C=CCN1CCN(c2nc3ccccc3nc2C#N)CC1 was read as MITF inh 6, FBW7 act 0.1 and GPR151 activ -1.3.
`COc1ccc(CC(=O)Nc2nnc(SCC(N)=O)s2)cc1OC` gave MITF inh 16, FBW7 act -0.1, GPR151 activ -1.6 and TEAD-YAP inh 3.
`CCn1c(SCC(=O)Nc2c(C)cccc2C)nnc1-c1ccc2[nH]c(C)c(C)c2c1` gave MITF inh -6, FBW7 act 0.0, GPR151 activ 0.4 and TEAD-YAP inh -2.
`COc1cc(/C=C2\SC(=Nc3ccccc3)N(c3ccccc3)C2=O)ccc1O` gave MITF inh -3, FBW7 act 0.0, GPR151 activ -0.6 and TEAD-YAP inh 5.
For O=C(NCCCS(=O)(=O)N1CCc2ccccc2C1)c1ccc(Cl)cc1Cl the results were MITF inh -7, FBW7 act 0.0, GPR151 activ 1.1 and TEAD-YAP inh 5.
`O=C1NCCN(Cc2ccc(F)cc2)C1CC(=O)N1CCOCC1` (stereo not drawn) gave MITF inh -24, FBW7 act 0.1, GPR151 activ 1.4 and TEAD-YAP inh 6.
Cc1nc(NC2CCCCC2)cc(-c2ccc(F)cc2)n1 was read as MITF inh 23, FBW7 act 0.6, GPR151 activ 1.1 and TEAD-YAP inh -39.
COc1cc(=O)n2c(c1C(=O)NCc1nonc1C)CCN(C1Cc3ccccc3C1)CC2 was read as MITF inh 8, FBW7 act 0.0, GPR151 activ 2.9 and TEAD-YAP inh -2.
`CCOc1ccccc1C(=O)Nc1cc(C)ccc1C` gave MITF inh -4, FBW7 act -0.1, GPR151 activ 0.2 and TEAD-YAP inh 2.
For C=CCNC(=O)c1c(N)sc2c1CCCC2 the results were MITF inh 9, FBW7 act 0.0, GPR151 activ -0.1 and TEAD-YAP inh 5.
Screening COc1ccccc1Nc1cc(C(=O)NCC(OC)OC)c2ccccc2n1 returned MITF inh -20, FBW7 act 0.0, GPR151 activ -0.3 and TEAD-YAP inh -14.
`COc1ccc(S(=O)(=O)Nc2nc3ccccc3s2)cc1OC` gave MITF inh 19, FBW7 act 0.1, GPR151 activ 0.2 and TEAD-YAP inh 7.
Screening CCn1c(CSc2nc3ccc(C)cc3[nH]2)nc2ccccc21 returned MITF inh 7, FBW7 act -0.4, GPR151 activ 2.2 and TEAD-YAP inh -6.
For COc1cccc(Cn2ccn(-c3cccc(Cl)c3)c(=O)c2=O)c1 the results were MITF inh -3, FBW7 act -0.1, GPR151 activ -1.7 and TEAD-YAP inh 53*.
CCCCCCCCNS(=O)(=O)c1ccc(N2C(=O)CCC2=O)cc1 was read as MITF inh 28, FBW7 act 0.1, GPR151 activ 1.6 and TEAD-YAP inh 10.
Screening Cn1cnc([N+](=O)[O-])c1Oc1ccc(C#N)cc1 returned MITF inh -3, FBW7 act 0.0, GPR151 activ 0.5 and TEAD-YAP inh 13.
`CC12C(=O)N(Cc3ccccc3)C(=O)C1C1C=CC2C1` (stereo not drawn) gave MITF inh -7, FBW7 act -0.2, GPR151 activ 3.1 and TEAD-YAP inh -4.
Screening CCc1ccc2[nH]c(C)c(CN3CCC(C)CC3)c(=O)c2c1 returned MITF inh -1, FBW7 act 0.1, GPR151 activ -0.8 and TEAD-YAP inh 10.
`CN(C)CCOc1ccc(/C(=C(/CCCl)c2ccccc2)c2ccccc2)cc1` gave MITF inh 25&-8&18, FBW7 act -0.2&-0.3&-0.1, GPR151 activ -0.9&-0.7&-1.8 and TEAD-YAP inh -3&-9.
COc1ccccc1C(=O)Nc1ccc(NC(=O)c2ccco2)cn1 was read as MITF inh -2, FBW7 act -0.1, GPR151 activ -0.5 and TEAD-YAP inh -36.
`CC(C)c1ccc(C2C(C#N)=C(N)OC3=C2C(=O)CCC3)cc1` (stereo not drawn) gave MITF inh 13, FBW7 act -0.1, GPR151 activ -2.1 and TEAD-YAP inh 10.
Screening CCOCc1cn(CC(=O)c2ccc(Cl)cc2)c(C)nc1=N returned MITF inh -7, FBW7 act 0.5, GPR151 activ -0.3 and TEAD-YAP inh 7.
`c1ccc2c(OCCCn3ccnc3)cccc2c1` gave MITF inh 2, FBW7 act -0.1, GPR151 activ 1.4 and TEAD-YAP inh 0.
Screening NC(=O)C1CCN(C(c2ccc(F)cc2)c2sc3ncnn3c2O)CC1 (stereo not drawn) returned MITF inh 3, FBW7 act 0.1, GPR151 activ -0.4 and TEAD-YAP inh -6.
CC(=O)Nc1ccc(-c2ccnc(Nc3ccc(S(N)(=O)=O)cc3)n2)cc1 was read as MITF inh -3, FBW7 act 0.0, GPR151 activ 0.4 and TEAD-YAP inh -2.
CN1C(=O)CN(c2ccccc2)C1=S was read as MITF inh 0, FBW7 act -0.3, GPR151 activ -0.1 and TEAD-YAP inh 1.
For CCOc1ccccc1C1C(C(=O)OCC2CCCO2)=C(C)NC2=C1C(=O)CCC2 (stereo not drawn) the results were MITF inh 12, FBW7 act 0.7, GPR151 activ -0.7 and TEAD-YAP inh -7.
`Cn1c(=O)n(C)c2cc(NC(=O)c3ncoc3-c3cccs3)ccc21` gave MITF inh 10, FBW7 act 0.3, GPR151 activ 1.2 and TEAD-YAP inh -11.
`CCOc1ccc(S(=O)(=O)NC(CC)C23CC4CC(CC(C4)C2)C3)cc1` (stereo not drawn) gave MITF inh -1, FBW7 act 0.3, GPR151 activ 2.4 and TEAD-YAP inh 0.
O=C1c2ccccc2C(=O)N1c1ccc(-c2cc(-c3ccc(N4C(=O)c5ccccc5C4=O)cc3)nc(-c3ccccc3)n2)cc1 was read as MITF inh -2, FBW7 act 0.1, GPR151 activ -0.6 and TEAD-YAP inh -3.
`Cc1ccc(S(=O)(=O)n2c(SCC(=O)Nc3ccc([N+](=O)[O-])cc3Cl)nc3ccccc32)cc1` gave MITF inh 3, FBW7 act 0.0, GPR151 activ 0.2 and TEAD-YAP inh 2.
For CN(C)CCNC(=O)Cn1ncc2c(=O)oc3ccccc3c21 the results were MITF inh 2, FBW7 act 0.0, GPR151 activ 0.8 and TEAD-YAP inh -4.
Oc1c(C2=NNC(c3ccccc3)C2)ccc2ccccc12 (stereo not drawn) was read as MITF inh 1, FBW7 act 0.0, GPR151 activ -0.5 and TEAD-YAP inh -20.
For COc1ccc(-c2cc(C(F)(F)F)n3nc(C(=O)NC(C)(C)CC(C)(C)C)cc3n2)cc1OC the results were MITF inh -8, FBW7 act 0.1, GPR151 activ -0.9 and TEAD-YAP inh -11.
Screening CC(=O)c1c(C)oc2cc(C)c(NS(=O)(=O)c3cccc4cccnc34)cc12 returned MITF inh 7, FBW7 act 0.4, GPR151 activ 3.4 and TEAD-YAP inh 23.
Screening COC(=O)c1ccc(C2/C(=C(/O)c3ccc(F)cc3)C(=O)C(=O)N2CCCC(=O)O)cc1 (stereo not drawn) returned MITF inh -27, FBW7 act -0.1, GPR151 activ 0.3 and TEAD-YAP inh -36.
For Cc1cc(C)cc(OCC(=O)Nc2ccc(S(=O)(=O)Nc3nc(C)cc(C)n3)cc2)c1 the results were MITF inh -2, FBW7 act 0.0, GPR151 activ 0.2 and TEAD-YAP inh 1.
Screening COC(C(=O)N/N=C/c1cc(Cl)ccc1[N+](=O)[O-])c1ccccc1 (stereo not drawn) returned MITF inh 7, FBW7 act -0.1, GPR151 activ -1.5 and TEAD-YAP inh -4.
For Cc1cc(CN(C)C(=O)c2cc(COc3ccc(F)cc3Cl)on2)on1 the results were MITF inh -6, FBW7 act 0.3, GPR151 activ -1.3 and TEAD-YAP inh -46.
`COc1ccc(OC)c(C(C)NC(=O)c2ccc(Br)cc2)c1` (stereo not drawn) gave MITF inh -12, FBW7 act 0.1, GPR151 activ 2.5 and TEAD-YAP inh 6.
For O=C1c2ccccc2C(=O)C1C(c1ccccc1)C1C(=O)c2ccccc2C1=O the results were MITF inh 15, FBW7 act -0.1, GPR151 activ -1.4 and TEAD-YAP inh 7.
`Cc1nc(Nc2ccc(N(C)C)cc2)nc(Nc2ccc(N(C)C)cc2)c1[N+](=O)[O-]` gave MITF inh 2, FBW7 act -0.2, GPR151 activ 10* and TEAD-YAP inh -11.
Screening CSc1ccc(CN2CCN(Cc3ccccc3F)C(CCO)C2)cc1 (stereo not drawn) returned MITF inh 6, FBW7 act 0.0, GPR151 activ 0.2 and TEAD-YAP inh 2.
`O=C(NN=C1CCCC1)C(=O)Nc1ccc(Br)cc1` gave MITF inh 15, FBW7 act 0.2, GPR151 activ 0.3 and TEAD-YAP inh 12.
Screening O=C1NCCN(Cc2ccc3ccccc3c2)C1CC(=O)N1CCCCO1 (stereo not drawn) returned MITF inh 2, FBW7 act 0.0, GPR151 activ 0.3 and TEAD-YAP inh 8.
`COc1ccccc1N(CC(=O)NC1CCCC1)S(=O)(=O)c1ccccc1` gave MITF inh 13, FBW7 act -0.2, GPR151 activ -0.2 and TEAD-YAP inh 5.
`CN1CCN(C(=O)NCc2ccccc2)CC1` gave MITF inh -14, FBW7 act -0.4, GPR151 activ 0.7 and TEAD-YAP inh 0.
For C[C@@H]1CN(Cc2ccc3c(c2)CN(C/C=C/c2ccco2)CCO3)C[C@H](C)O1 the results were MITF inh 2, FBW7 act 0.6, GPR151 activ -1.0 and TEAD-YAP inh 0.
Screening Cn1c(CNc2cccc(C(F)(F)F)c2)nnc1SCc1cccnc1 returned MITF inh -5, FBW7 act -0.1, GPR151 activ 1.9 and TEAD-YAP inh -4.
CCCCOc1cccc(OCCCCN2CCN(C)CC2)c1 was read as MITF inh 8, FBW7 act 0.1, GPR151 activ 0.5 and TEAD-YAP inh -2.
`N#Cc1cc([N+](=O)[O-])ccc1Nc1ccc2c(c1)OCO2` gave MITF inh 0, FBW7 act 0.0, GPR151 activ -2.3 and TEAD-YAP inh -7.
`CC(OC(=O)c1ccc(O)cc1)C(=O)c1ccccc1` (stereo not drawn) gave MITF inh -11, FBW7 act 0.6, GPR151 activ -6.5 and TEAD-YAP inh -26.
Screening CCCCCCNC(=O)c1cnn2c(C)c(Cc3ccccc3F)c(C)nc12 returned MITF inh -8, FBW7 act 0.1, GPR151 activ -0.5 and TEAD-YAP inh -8.
Screening C#CCN1C(=O)S/C(=C/c2ccccc2F)C1=O returned MITF inh 0, FBW7 act -0.2, GPR151 activ 0.2 and TEAD-YAP inh -25.
COc1ccccc1C(=O)N1CCN2C(=O)[C@@H]3CCCN3C(=O)[C@H]2C1 was read as MITF inh -12, FBW7 act -0.1, GPR151 activ 0.3 and TEAD-YAP inh -8.
CCOc1ccccc1N1C(=O)C2C3C=CC(C3)C2(C)C1=O (stereo not drawn) was read as MITF inh -14, FBW7 act 0.1, GPR151 activ 0.8 and TEAD-YAP inh -2.
For COc1ccc(S(=O)(=O)Nc2ccccc2SC)cc1I the results were MITF inh 11, FBW7 act 0.6, GPR151 activ 1.3 and TEAD-YAP inh 7.
`COc1ccc(N2CCN(C(=O)c3sc4ncnc(N(C)c5ccccc5)c4c3C)CC2)cc1` gave MITF inh -6, FBW7 act 0.0, GPR151 activ 0.2 and TEAD-YAP inh -3.
For c1cc(-c2cncc(N3CCOCC3)c2)nc(Nc2ccc(-c3ncn[nH]3)cc2)n1 the results were MITF inh 19, FBW7 act 0.3, GPR151 activ 1.1 and TEAD-YAP inh 20.

Entries shown so far that contain fluorine:
`O=C1NCCN(Cc2ccc(F)cc2)C1CC(=O)N1CCOCC1` (stereo not drawn) gave MITF inh -24, FBW7 act 0.1, GPR151 activ 1.4 and TEAD-YAP inh 6.
Cc1nc(NC2CCCCC2)cc(-c2ccc(F)cc2)n1 was read as MITF inh 23, FBW7 act 0.6, GPR151 activ 1.1 and TEAD-YAP inh -39.
Screening NC(=O)C1CCN(C(c2ccc(F)cc2)c2sc3ncnn3c2O)CC1 (stereo not drawn) returned MITF inh 3, FBW7 act 0.1, GPR151 activ -0.4 and TEAD-YAP inh -6.
For COc1ccc(-c2cc(C(F)(F)F)n3nc(C(=O)NC(C)(C)CC(C)(C)C)cc3n2)cc1OC the results were MITF inh -8, FBW7 act 0.1, GPR151 activ -0.9 and TEAD-YAP inh -11.
Screening COC(=O)c1ccc(C2/C(=C(/O)c3ccc(F)cc3)C(=O)C(=O)N2CCCC(=O)O)cc1 (stereo not drawn) returned MITF inh -27, FBW7 act -0.1, GPR151 activ 0.3 and TEAD-YAP inh -36.
For Cc1cc(CN(C)C(=O)c2cc(COc3ccc(F)cc3Cl)on2)on1 the results were MITF inh -6, FBW7 act 0.3, GPR151 activ -1.3 and TEAD-YAP inh -46.
Screening CSc1ccc(CN2CCN(Cc3ccccc3F)C(CCO)C2)cc1 (stereo not drawn) returned MITF inh 6, FBW7 act 0.0, GPR151 activ 0.2 and TEAD-YAP inh 2.
Screening Cn1c(CNc2cccc(C(F)(F)F)c2)nnc1SCc1cccnc1 returned MITF inh -5, FBW7 act -0.1, GPR151 activ 1.9 and TEAD-YAP inh -4.
Screening CCCCCCNC(=O)c1cnn2c(C)c(Cc3ccccc3F)c(C)nc12 returned MITF inh -8, FBW7 act 0.1, GPR151 activ -0.5 and TEAD-YAP inh -8.
Screening C#CCN1C(=O)S/C(=C/c2ccccc2F)C1=O returned MITF inh 0, FBW7 act -0.2, GPR151 activ 0.2 and TEAD-YAP inh -25.

Assay outcomes: PubChem, The Scripps Research Institute Molecular Screening Center
